Source: PubChem BioAssay
Eya2 phos inh: Eya2 (human) phosphatase inhibition; O00167; recombinant Eya2, OMFP fluorescence dephosphorylation (OMFP is methylfluorescein phosphate); Potency, µM (doses to about 76.9 µM), for inactives: at the highest dose activity, negative = inhibition, actives largely listed as inhibitors; hit rate 0.006% among 330,000; AID 488837; note: potency is the fitted concentration of half-maximal effect; % is set by controls: 0 for no effect and ±100 for the full control effect
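Eya2 (0.2 uM) preincubated 10 min at ambient with compound, then OMFP substrate added at 50 uM; 10 min reaction in 50 mM HEPES pH 7.5, 50 mM NaCl, 5 uM MgCl2, 0.05% BSA, 1 mM DTT. Fluorescence read at Ex 485/Em 525 nm.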
PKM2 act: increases activity of human pyruvate kinase M2; P14618; hit rate 0.34% among 260,000; AID 1631; purified PKM2, Kinase-Glo ATP luminescence, activation; response scale: 0% is enzyme alone, no compound; Potency, µM (titrated, usually from 57.5 µM), without a hit: at the highest dose activation, actives largely listed as activators; note: potency is the fitted concentration of half-maximal effect; % is set by controls: 0 for no effect and ±100 for the full control effect; nearly all actives have a fitted effect of over 55% in size
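Kinase-Glo luminescence reports ATP generated from ADP (0.1 mM) and PEP (0.5 mM) by purified hPK-M2 after 1 h at room temperature, pH 7.2 imidazole buffer; intermediate enzyme activity allows detecting inhibitors and activators.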
GALK inhibitor: galactokinase (human) inhibition. Potency, µM (series often up to 57.5 µM), for the others: at the highest dose activity change, negative = inhibition, most hits filed as inhibitors. P51570. AID 1868. Purified GALK, Kinase-Glo residual ATP luminescence. hit rate 0.007% among 270,000; note: potency is the fitted concentration of half-maximal effect; % is set by controls: 0 for no effect and ±100 for the full control effect
Target sequence (P51570 whole entry, looked up): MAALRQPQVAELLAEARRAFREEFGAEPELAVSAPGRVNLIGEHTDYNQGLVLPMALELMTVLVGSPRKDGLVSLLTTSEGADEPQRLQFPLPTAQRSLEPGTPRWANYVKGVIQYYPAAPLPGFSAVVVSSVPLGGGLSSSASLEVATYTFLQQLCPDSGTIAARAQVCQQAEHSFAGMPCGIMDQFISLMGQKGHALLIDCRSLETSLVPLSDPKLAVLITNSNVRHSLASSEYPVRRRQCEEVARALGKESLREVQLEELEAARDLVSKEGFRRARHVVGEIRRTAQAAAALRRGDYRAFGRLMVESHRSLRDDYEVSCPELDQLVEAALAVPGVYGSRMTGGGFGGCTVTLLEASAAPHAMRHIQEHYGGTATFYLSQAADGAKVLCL
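Luminescence from leftover ATP (Ultra-Glo luciferase/luciferin) served as read-out after a 1 h room-temperature reaction of 5 nM GALK with 35 uM ATP and 100 uM galactose.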
MBNL1-CUG inh: inhibitors of human MBNL1 binding to CUG repeat RNA; Q9NR56; TR-FRET MBNL1-His/biotin-(CUG)12 binding, 665/545 ratio; Potency, µM (series often up to 57.5 µM), for inactives: top-dose activity change, negative = inhibition, usual class: inhibitors; hit rate 0.036% among 280,000; active = well fitted inhibition curve with a large enough effect in the signal ratio, with a control signal flat, not every such curve was filed as active; inconclusive = small, poorly fitted or top-dose-only effect, or effect the other way, or a change in a side signal; inactive = no such curve, though single readings can be large or run the other way; the % refers to the signal ratio; note: potency is the fitted concentration of half-maximal effect; % is set by controls: 0 for no effect and ±100 for the full control effect
Target sequence (Q9NR56 whole entry, looked up): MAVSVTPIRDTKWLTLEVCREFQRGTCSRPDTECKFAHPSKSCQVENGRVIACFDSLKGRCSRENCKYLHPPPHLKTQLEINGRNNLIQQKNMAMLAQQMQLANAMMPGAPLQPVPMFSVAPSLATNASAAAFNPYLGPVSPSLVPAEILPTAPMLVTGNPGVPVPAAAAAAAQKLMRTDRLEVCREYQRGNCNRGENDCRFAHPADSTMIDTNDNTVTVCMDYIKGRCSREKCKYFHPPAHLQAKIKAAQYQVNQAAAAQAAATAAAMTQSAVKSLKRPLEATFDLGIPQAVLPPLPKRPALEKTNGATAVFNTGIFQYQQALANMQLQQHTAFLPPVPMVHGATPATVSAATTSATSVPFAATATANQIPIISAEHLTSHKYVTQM
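TR-FRET readout: Ex 340 nm, 665/545 nm emission ratio, normalized to buffer-only (basal) and MBNL1-(CUG)12 controls. Complex of MBNL1-His with Biotin-(CUG)12, compounds 92 nM–58 uM, incubated 60 min at room temperature.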
S-ASM inh: blocks human secretory acid sphingomyelinase | Potency, µM (doses to about 57.5 µM), for inactives: at the highest dose activity change, negative = inhibition, most hits filed as inhibitors | hit rate 0.006% among 340,000 | AID 504937 | placental ASM, HMU-PC fluorogenic substrate, 60 min; note: potency is the fitted concentration of half-maximal effect
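Human placenta-derived ASM preincubated with compound 10 min at room temperature, then reacted with 9 uM (final) fluorogenic HMU-PC substrate for 60 min at 37 C. Stop solution raises pH to 10; fluorescence read at Ex 386/Em 447 nm.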
KCNH2 WT inh: KCNH2 (human, wildtype) channel inhibition. U2OS, BacMam KCNH2, thallium flux FluxOr; active compounds read low. Q12809. activity change, % at 1.84 µM. hit rate 0.37% among 340,000;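 active = maximum activity change below -70%; inconclusive = maximum activity change between -70% and -50%; inactive = maximum activity change above -50%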; note: % is set by controls: 0 for no effect and ±100 for the full control effect
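U2OS cells were transduced with wild-type KCNH2 virus (2.03 x 10^8 / mL) for 4 h at room temperature, then cultured overnight at 37 C. Thallium flux was read with FluxOr dye. Rate constants were normalized to DMSO controls.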
USP2a block: blocks human ubiquitin-specific protease USP2a | hit rate 0.01% among 330,000 | O75604 | Potency, µM (top dose mostly 38.3 µM), for inactives: at the top dose activity change, negative = inhibition, actives largely listed as inhibitors | USP2 core, Ub-CHOP2 coupled fluorogenic reporter, 485/531;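 note: potency is the fitted concentration of half-maximal effect; plate controls were DMSO wells for no effect and full inhibition by NEM control for full effect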
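Deubiquitinase activity read as fluorescence (485/531 nm) after Ub-CHOP2 cleavage activates the enterokinase reporter on its substrate; USP2 core 10nM, Ub-CHOP2 and substrate 25nM each, 30min compound preincubation then 60min RT; data normalized to NEM, curves fitted.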
Chronic BCR inh: inhibitors of chronic active B-cell receptor signaling. ABC-DLBCL IkBa-CBG/CBR reporter, luminescence ratio, 4 h. Potency, µM (highest dose often 46.1 µM), for the others: at the top dose ratio change, negative = lower green/red ratio, actives largely listed as inhibitors. hit rate 0.05% among 340,000. AID 493014; active = well fitted inhibition curve with a large enough effect in the signal ratio, with a control signal flat, not every such curve was filed as active; inconclusive = small, poorly fitted or top-dose-only effect, or effect the other way, or a change in a side signal; the % refers to the signal ratio;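 note: potency is the fitted concentration of half-maximal effect; plate controls were basal doxycycline-induced cells for no effect and cells given 10 µM MG132 for full effect; MG132 reads +100%, hits lower the ratio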
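Doxycycline induced both beetle luciferases in TMD8 lymphoma cells; IKK-driven degradation limits the IkappaBalpha-fused green signal, while red luminescence normalises for cell number and nonspecific effects. Compounds tested up to 46 uM, 4 hrs.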
TSHR antag: blocks TSH signaling through the human TSH receptor; P16473; TSHR-expressing cells, TSH-stimulated cAMP HTRF, 2 h; active compounds read low; activity change, negative = inhibition, % at 11.5 µM; hit rate 0.2% among 330,000; AID 504810;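 active = activity change below a set negative limit, meaning inhibition stronger than a set level, cut at about -70% in these data; inconclusive = activity change between two set negative limits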; note: % is set by controls: 0 for no effect and ±100 for the full control effect
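Read-out is FRET at 665 nm (cryptate excitation 337 nm) from a cryptate-tagged anti-cAMP antibody, competed by cell cAMP against cAMP-d2. Compounds are tested on freshly harvested TSHR cells challenged with 4nM TSH (EC80) for 2 hours at 37 deg C.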
Menin-MLL TR inh: menin-MLL binding inhibition, Texas Red mutant peptide | O00255 | Menin + Texas Red MLL mutant peptide, fluorescence polarization | Potency, µM (highest dose often 61.6 µM), for inactives: top-dose FP activity change, negative = inhibition, actives largely listed as inhibitors | hit rate 0.23% among 270,000; active = well fitted inhibition curve with a large enough effect in the polarisation, with a control signal flat, not every such curve was filed as active; inconclusive = small, poorly fitted or top-dose-only effect, or effect the other way, or a change in a side signal; inactive = no such curve, though single readings can be large or run the other way; the % refers to the polarisation; note: potency is the fitted concentration of half-maximal effect; % of control where 0% means no effect; many of its hits are not listed in these tables
Mito fusion act: blocks mitochondrial division or promotes mitochondrial fusion | AID 485298 | hit rate 0.23% among 320,000 | S. cerevisiae fusion-defective mutant growth rescue, CellTiterGlo 48 h | Potency, µM (highest dose often 46.1 µM), without a hit: at the highest dose growth rescue (activation), most hits filed as activators;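 note: potency is the fitted concentration of half-maximal effect; % of control where 0% means no effect; nearly all actives have a fitted effect of over 45% in size; temperature-sensitive fusion mutants such as fzo1-1 at 37 °C on non-fermentable ethanol glycerol medium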
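Compounds are tested for their ability to restore growth of mitochondrial fusion-defective yeast strains at non-permissive 37C in YPEG medium over 48 hours. Viability is quantified by luciferase luminescence.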
The depositor's hits bear a star; ? = inconclusive; . = not tested or not shown; & = joins results of further samples; [ ] = another dose, or the depositor's remark. Unless noted, calls come from the whole dose curve; as a rule, active = well fitted curve in the direction sought with a large enough effect; inconclusive = small, poorly fitted or top-dose-only effect, or another doubt; inactive = no such curve, though single readings can be large; an effect the other way counts as inactive or inconclusive. These rows are one share of the data (hit frequency here may not be typical).

SMILES	Eya2 phos inh	PKM2 act	GALK inhibitor	MBNL1-CUG inh	S-ASM inh	KCNH2 WT inh	USP2a block	Chronic BCR inh	TSHR antag	Menin-MLL TR inh	Mito fusion act
O=C1N[C@@H](Cc2ccccc2)COC(=O)[C@H](Cc2ccc(F)cc2)CC/C=C/C[C@@H]1CC(=O)N(CCO)Cc1ccccc1	-11%	.	.	.	-8%	.	-8%	0%	7	.	.
COCCNC(=O)c1ccc(CSc2nc3ccccc3s2)cc1	13%	-5%	4%	-1%	1%	-18	1%	-5%	-10	0%	1%
O=[N+]([O-])c1cc([N+](=O)[O-])c(Oc2c(Cl)cccc2Cl)cc1NN1CCCCC1	6%	1%	.	-4%	-2%	0	4%	17%	1	13%	0%
Cc1ccc(S(=O)(=O)N(CC(=O)N=Nc2c(O)[nH]c3ccccc23)c2ccc(C)c(C)c2)cc1	-10%	13%	-3%	4%	-16%	-9	4%	?	1	1%	?
CCOc1ccc(/C=C2\SC(=S)N(CCC(=O)Nc3ccc(C(=O)O)cc3)C2=O)cc1	8%	2%	-7%	-1%	-6%	19	-1%	?	38	?	2%
O=C(Nc1ccc2c(c1)CCC2)c1cc(F)cc(F)c1	0%	.	.	.	1%	33	-1%	?	-11	.	3%
O=C(c1ccc(S(=O)(=O)N2CCCCC2)cc1)N1CCN(c2ccccc2F)CC1	-4%	-2%	2%	-11%	-2%	2	1%	?	-7	-5%	8%
O=C(CN1CCOCC1)N/N=C/c1ccc(-c2ccc(Br)cc2)o1	15%	8%	-2%	.	13%	3	2%	8%	-3	.	-2%
COc1cccc(CNC2CCCCCCC2)c1OC	8%	-1%	3%	5%	1%	2	1%	?	9	-12%	-4%
COc1cccc(C(=O)NCC(c2cccs2)N2CCOCC2)c1 (stereo unspecified)	-5%	.	.	.	0%	-25	-4%	?	0	.	-2%
CSc1ccc(C(=O)C2CCCN(C(=O)c3cc(C)n(C)n3)C2)cc1 (stereo unspecified)	-2%	.	3%	-2%	-2%	-18	-1%	-18%	2	-4%	11%
CC(=O)C1=C(c2ccccc2)OC(N)=C(C#N)C1c1ccccc1F (stereo unspecified)	-23%	-6%	0%	-4%	3%	-19	-1%	-7%	-6	9%	4%
CN(Cc1ccccc1)S(=O)(=O)c1nnc(NC(=O)c2ccc(F)cc2)s1	3%	.	-2%	127%[activator]	-1%	6	-1%	8%	-31	.	-3%
O=C(Cn1ncc2c(=O)oc3ccccc3c21)NCCN1CCN(c2ccccc2F)CC1	4%	-4%	-4%	-6%	-3%	-30	1%	3%	5	10%	-3%
C=CCNC(=O)CN(c1ccc(F)c(Cl)c1)S(C)(=O)=O	0%	11%	-1%	-5%	0%	2	4%	1%	14	1%	-7%
CCC(C)NC(=O)CN1C(=O)C(CC)Sc2ccccc21 (stereo unspecified)	-7%	4%	-1%	-1%	0%	-3	1%	3%	5	0%	-6%
COC(=O)C1C(=O)c2c([nH]c(C(=O)OC3CCCCCC3)c2C)CC1C (stereo unspecified)	-30%	-3%	2%	1%	-8%	4	1%	13%	-14	8%	10%
O=C(OCC(=O)N1CCOCC1)c1ccc2c(c1)OCCO2	-7%	-6%	-2%	-7%	-2%	6	0%	-1%	2	1%	1%
Cn1c(SCC(=O)NNC(=O)c2ccccc2Br)nnc1C(F)(F)F	-3%	.	.	.	-1%	2	1%	0%	-4	.	2%
CCOc1ccc(-n2c(SCC(=O)Nc3ccc(OC)cc3)nc3c(c2=O)SCC3)cc1	6%	1%	2%	6%	-3%	4	0%	-11%	-1	-12%	3%
COC(=O)c1cccc(C23CC4(C2)[C@H](CN(Cc2cccnc2)[C@@H]4c2ccccc2)C3c2ccccc2)c1 (stereo partly specified)	9%	-1%&-4%	5%	-7%	3%	-8	-3%	12%	-5	1%	-26%
CCOC(=O)CC(=O)c1cc(OC)c(OC)c(OC)c1	8%	-5%	1%	3%	5%	-20	-3%	?	27	?	6%
CCC1(CC)Cc2ccccc2C(C2=C(O)CC(C)(C)CC2=O)=N1	3%	1%	.	-8%[11.5 µM]	7%	-4	3%	?	0	-12%	-5%
Cc1cc(NC(=O)C(C)SCC(=O)Nc2ccccc2C(C)(C)C)no1 (stereo unspecified)	-6%	.	.	.	2%	-7	0%	-1%	-7	.	-9%
CC(C)CCN(C(=S)Nc1cccc(F)c1)C1CCN(C(C)C)CC1	0%	2%	0%	-1%	4%	2	9%	2%	-7	-5%	14%
CCc1ccc(-c2cc(C)no2)cc1S(=O)(=O)Nc1cc(C)ccn1	-3%	.	0%	-4%	6%	-9	1%	0%	-1	.	3%
CCOC(=O)c1c(CSC(=N)N)n(-c2ccc(C)cc2)c2cc(Br)c(OC(C)=O)cc12	-24%	-9%	3%	-16%	?	-4	0%	?	12	?	0%
O=C(NCc1cccnc1)C(=O)Nc1cc2c3c(c1)CC(=O)N3CCC2	-20%	.	.	.	-2%	0	1%	?	-7	.	-4%
CC(C)(CO)Nc1nc(N2CCCC2)nc(N2CCCC2)n1	8%	-1%	-2%	10%	-2%	-10	1%	1%	-11	?	3%
CC(C)c1nnc(NC(=O)CCC(=O)Nc2ccc3cn[nH]c3c2)s1	-25%	2%	-1%	.	-1%	-9	0%	-4%	0	.	-4%
Cc1cc(C(F)(F)F)nn1Cc1n[nH]c(=S)n1-c1cccc(Cl)c1	-10%	0%	0%	-19%	-1%	17	1%	5%	0	10%	-4%
CNC(=O)COC(=O)/C=C/c1cccc(F)c1	18%	-9%	5%	3%	-2%	-6	-1%	0%	-1	-17%	2%
COC(=O)CNc1nc(Cl)nc(Nc2ccc(Cl)cc2)n1	8%	2%	4%	-2%	2%	1	5%	0%	-9	?	0%
Cc1ccc2c(c1)NC(=O)C(CC(=O)NCCCN1CCN(c3cc(C)ccc3C)CC1)O2 (stereo unspecified)	1%	-2%	2%	-7%	-3%	8	3%	?	-7	11%	3%
COCCSc1nnc(NC(=O)C2CC(=O)N(C3CCCC3)C2)s1 (stereo unspecified)	-25%	-14%	-2%	-7%	6%	-4	-1%	0%	2	-4%	-2%
O=c1oc(Cc2ccccc2)nc2ccccc12	?	.	1%	-1%	4%	-5	4%	-19%	-5	43%[activator]	3%
COc1ccc(NC(=O)CN(C)C(=O)c2cc(C)on2)cc1	19%	.	.	.	1%	-3	1%	-10%	2	.	-1%
CCc1nnc(NC(=O)CSc2nnc(-c3ccccc3O)n2CC)s1	13%	-1%	2%	4%	4%	-7	2%	?	-10	1%	-2%
COc1ccc(-c2cc3c(=O)n(CC(=O)NCc4ccc(F)cc4)ncn3n2)cc1	2%	4%	.	-11%	-1%	-6	1%	1%	20	16%	-2%

Reformatted: entries from further up.
> COCCSc1nnc(NC(=O)C2CC(=O)N(C3CCCC3)C2)s1 (stereo unspecified)
  Eya2 phos inh: -25%	PKM2 act: -14%	GALK inhibitor: -2%	MBNL1-CUG inh: -7%	S-ASM inh: 6%	KCNH2 WT inh: -4	USP2a block: -1%	Chronic BCR inh: 0%	TSHR antag: 2	Menin-MLL TR inh: -4%	Mito fusion act: -2%
> O=c1oc(Cc2ccccc2)nc2ccccc12
  Eya2 phos inh: ?	PKM2 act: .	GALK inhibitor: 1%	MBNL1-CUG inh: -1%	S-ASM inh: 4%	KCNH2 WT inh: -5	USP2a block: 4%	Chronic BCR inh: -19%	TSHR antag: -5	Menin-MLL TR inh: 43%[activator]	Mito fusion act: 3%
> COc1ccc(NC(=O)CN(C)C(=O)c2cc(C)on2)cc1
  Eya2 phos inh: 19%	PKM2 act: .	GALK inhibitor: .	MBNL1-CUG inh: .	S-ASM inh: 1%	KCNH2 WT inh: -3	USP2a block: 1%	Chronic BCR inh: -10%	TSHR antag: 2	Menin-MLL TR inh: .	Mito fusion act: -1%
